Screens as filed in PubChem BioAssay.
m5-HT2A agonist: activates the mouse 5-HT2A serotonin receptor | CHO-K1 mHTR2A beta-arrestin complementation, luminescence; percent of 30 µM serotonin response | P35363 | activation, % at 7.6 µM | actives 0.66% (n = 360,000);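 active = activation above a run cutoff, the mean activation of all tested compounds plus 3 SD, cut at about 14% in these data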;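 also: 0% = plate median of compound wells and 100% = 30 µM serotonin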
hiPSC survival: increases survival of single human iPS cells. survival enhancement, % at 20 µM. actives 0.044% (n = 360,000). hiPSC single-cell survival, ATPlite luminescence; 100% = ROCK inhibitor wells, 0% = DMSO; in the data active = survival enhancement above about 18%;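 also: cells exposed to compounds for 16 hours before the ATP read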
Exocytosis inh: lytic granule exocytosis inhibition; TALL-104 LAMP-1 surface exposure, flow cytometry; cells stimulated with thapsigargin and PMA; inhibition, % at 10 µM; actives 0.66% (n = 360,000);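 active = inhibition above about 55%, limit read from the data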
Glyco luc inh: blocks N-linked glycosylation in D54 reporter cells. D54 ERlucT glycosylation luciferase reporter, 24 h; percent of 100 nM tunicamycin response. reporter increase, % at 12.5 µM. actives 0.23% (n = 360,000);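 active = mean luciferase reporter signal, scaled so untreated is 0 and the glycosylation-blocking control 100, at or above a set limit in every replicate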;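 also: luciferase carries N-glycosylation sites so blocking glycosylation raises the light; 0% = median of neutral control wells and 100% = median of 100 nM tunicamycin wells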
MC4R ag barr: activates human MC4R beta-arrestin recruitment; U2OS MC4R beta-arrestin complementation, luminescence; percent of melanotan II response, DMSO zero; activation, % at 8.9 µM; actives 0.98% (n = 360,000); AID 540308;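 active = activation above a per-plate cutoff, the mean activation of sample wells on that plate plus 3 SD, cut at about 8% in these data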
aDG glyco up: increases alpha dystroglycan glycosylation. actives 0.22% (n = 360,000). activation, % at 10 µM. Pro5-aDG cells, alpha-DG glycosylation AlphaScreen (IIH6); 0% Pro5, 100% B10-LARGE cell signal;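 active = activation of at least 8% versus controls, or a plate z-score of at least 8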;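 also: Pro5 are CHO cells carrying HIG-tagged alpha-DG that lacks glycosylation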
ABHD5 PLIN5 PPI: blocks binding of human ABHD5 to perilipin-5; Q00G26+Q8WTS1; Split G. princeps luciferase complementation, luminescence, 4 h; inhibition, % at 4 µM; actives 0.78% (n = 360,000); AID 602281;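 active = inhibition above the mean inhibition across every tested compound plus 3 SD, cut at about 22% in these data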;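 also: 0% = DMSO only wells and the 100% control is not disclosed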
H9c2 protect: protects H9c2 cardiomyocytes from peroxide injury | H2O2 injury protection, ATPLite, 2 h | actives 0.63% (n = 360,000) | protection from H2O2 cell death, % at 20 µM;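 active = compounds giving at least 50% protection of heart cells from peroxide-induced death in the single-dose screen, raw or plate-pattern-corrected value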;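 also: 0% = DMSO wells with peroxide and 100% = DMSO wells without peroxide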
ABCB6 inh MLPCN: inhibitors of human ABC transporter ABCB6 | Q9NP58 | K562-ABCB6 porphyrin accumulation, flow cytometry, 1 h; stronger effect = lower value | fluorescence ratio to DMSO, % at 10 µM | actives 0.19% (n = 360,000);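 active = fluorescence ratio to DMSO below 75%, the collection mean minus 3 SD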;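 also: signal is porphyrin accumulated inside mitochondria; 100% equals median channel fluorescence of DMSO control wells; lower ratio means ABCB6 inhibition with less porphyrin fluorescence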
Target sequence (Q9NP58 whole entry, looked up): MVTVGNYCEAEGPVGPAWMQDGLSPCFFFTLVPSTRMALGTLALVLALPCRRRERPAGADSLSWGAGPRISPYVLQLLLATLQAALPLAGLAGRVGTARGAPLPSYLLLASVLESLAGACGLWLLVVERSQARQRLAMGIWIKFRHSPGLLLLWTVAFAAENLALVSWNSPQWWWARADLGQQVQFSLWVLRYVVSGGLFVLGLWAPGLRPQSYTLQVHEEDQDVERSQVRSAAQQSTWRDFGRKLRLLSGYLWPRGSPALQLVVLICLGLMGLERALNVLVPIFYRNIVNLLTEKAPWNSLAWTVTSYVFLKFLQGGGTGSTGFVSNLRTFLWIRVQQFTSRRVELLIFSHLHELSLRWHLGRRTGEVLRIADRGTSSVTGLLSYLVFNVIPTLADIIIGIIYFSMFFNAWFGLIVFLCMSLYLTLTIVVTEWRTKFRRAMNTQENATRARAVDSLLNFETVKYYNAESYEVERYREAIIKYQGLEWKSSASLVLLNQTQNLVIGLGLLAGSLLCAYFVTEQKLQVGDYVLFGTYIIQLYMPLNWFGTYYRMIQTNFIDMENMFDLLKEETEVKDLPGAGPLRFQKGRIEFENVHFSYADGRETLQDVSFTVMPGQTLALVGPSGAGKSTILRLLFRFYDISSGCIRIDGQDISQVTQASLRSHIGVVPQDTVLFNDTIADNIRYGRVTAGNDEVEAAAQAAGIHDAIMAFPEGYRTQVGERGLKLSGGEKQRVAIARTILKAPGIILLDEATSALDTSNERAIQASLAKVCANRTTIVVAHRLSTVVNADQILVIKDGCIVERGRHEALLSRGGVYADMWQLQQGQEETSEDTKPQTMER
MC4R antag cAMP: blocks human MC4R cAMP signaling; MC4R-expressing cells, MTII-stimulated cAMP, LANCE TR-FRET; actives 0.48% (n = 360,000); P32245; AID 540295; inhibition, % at 6.5 µM;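 active = inhibition above its plate's cutoff, the mean of tested wells on that plate plus 3 SD, cut at about 29% in these data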;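 also: 0% = Melanotan II alone and 100% = Melanotan II plus saturating MCL0020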
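Assay system: human MC4R-expressing U2OS cells; reagent: Melanotan II stimulation of cells; dosing: 6.5 µM single dose; timing: compound 30 min, challenge 1 h, detection 1 h; signal: TR-FRET cAMP assay; replicates: one well per compound, no replicates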
Numbers without * were called inactive; nt = not tested or not shown.

SMILES	m5-HT2A agonist	hiPSC survival	Exocytosis inh	Glyco luc inh	MC4R ag barr	aDG glyco up	ABHD5 PLIN5 PPI	H9c2 protect	ABCB6 inh MLPCN	MC4R antag cAMP
CCC(C)NC(=O)c1nn(C)c(=O)c2ccccc12 (stereo not drawn)	3	0.4	-7	3	3.3	0.2	0	-2	99	2
O=c1[nH]n2c(-c3ccccc3)nc(O)c2c2ccccc12	-4	0.5	-2	1	-3.6	-0.1	-2	21	100	-2
CCOCCCNC(=S)N(CCN(CC)CC)Cc1cc2cc3c(cc2[nH]c1=O)OCCO3	-3	-0.7	-9	-1	-1.4	0.0	-4	4	100	-5
COc1ccc(COC(=O)CCS(=O)(=O)c2ccc(C)cc2)cc1	-1	0.0	-2	1	-1.1	-0.1	13	-3	98	12
O=C(CCCc1ccccn1)c1ccccc1	-7	-2.9	-2	-19	-1.6	-0.1	1	-2	102	-1
Cc1nc(Cl)c(C#N)cc1-c1ccccc1	-4	4.5	-4	-6	-2.1	1.9	-1	14	97	4
COC(=O)CSc1nc2ncc(Cl)cc2[nH]1	-2	6.3	-1	1	-0.2	-0.4	1	17	100	1
CSc1nc(N)nc2c1ncn2CC(=O)N1CCN(c2ccccn2)CC1	3	1.5	0	0	-2.5	0.0	9	-6	98	-5
O=C(Nc1nccs1)c1cccc(NC(=O)C2CC2)c1	5	6.0	10	4	-0.9	0.0	0	16	100	10
CCn1cc(S(=O)(=O)c2ccc(Cl)cc2)c(=O)c2cc(OC)ccc21	-3	-0.5	-2	3	-4.5	-0.2	-10	-1	101	5
Cc1ccc(S(=O)(=O)NCC(=O)OC(C(=O)c2ccccc2)c2ccccc2)cc1 (stereo not drawn)	1	0.1	0	0	-0.1	-0.1	-2	-1	97	12
O=C(NCCn1cccn1)c1ccc(OC2CCN(CCc3ccccc3)CC2)cc1	-9	-0.5	0	0	-2.4	1.2	2	6	102	10
COc1ccccc1CN1CC(C(=O)N2CCCCCCC2)CCC1=O (stereo not drawn)	-6	-0.4	10	2	-3.4	0.1	8	-1	99	5
NC(=O)Nc1ccc(C(=O)OCC(=O)Nc2ccc([N+](=O)[O-])cc2C(F)(F)F)cc1	2	2.9	-4	0	-1.1	0.2	1	-5	88	11
Cc1ccccc1Nc1nnc(SCC(=O)Nc2ncc(C(F)(F)F)cc2Cl)s1	2	-0.9	-4	1	1.2	0.0	6	-9	97	2
N#CC1=C(N)Nc2ncnn2C1c1ccc([N+](=O)[O-])cc1 (stereo not drawn)	1	-0.3	-1	1	0.6	0.0	0	1	86	-3
O=C(NCc1ccccc1)c1onc(CSc2ccc(Cl)cc2)c1C(=O)NCC1CC1	4	-0.3	-30	-3	-0.1	0.4	-6	-12	95	-2
CCOC(=O)C1=C(CN2CC(C)CC(C)C2)NC(=O)NC1c1ccc2c(c1)OCO2 (stereo not drawn)	-2	0.3	0	-5	3.5	0.4	-3	-21	102	14
S=C(NCc1cccc(Cl)c1)NC1CCCCC1	1	-1.7	5	-1	-2.1	0.1	-1	-12	99	9
CCC(c1nnnn1C1CCCC1)N1CCN(C(=O)c2ccco2)CC1 (stereo not drawn)	6	-0.7	-2	-3	-0.3	0.8	4	-1	100	1
CCC(C)c1ccc(NC(=O)C2CCCN(c3ncccn3)C2)cc1 (stereo not drawn)	-3	-1.2	-3	18	0.6	0.0	-2	-1	101	-6
O=C(Oc1coc(CSc2ncccn2)cc1=O)c1cccs1	-1	0.1	1	-2	-0.1	-0.1	-2	18	102	24
COc1ccc(NC(=O)c2sccc2OS(=O)(=O)N(C)C)cc1	1	-0.3	-5	0	-2.5	-0.2	-2	-5	96	3
Cc1c(N=Cc2ccncc2)c(=O)n(-c2ccccc2)n1C	4	1.1	-1	1	-1.9	2.3	-5	0	95	-5
O=C(N=C1SC2CS(=O)(=O)CC2N1Cc1ccccc1)c1ccccc1 (stereo not drawn)	-3	-2.2	1	-3	-0.6	-0.1	7	-2	94	15
O=C(O)C1C2CCC(O2)C1C(=O)Nc1ccc(OC(F)F)cc1 (stereo not drawn)	-3	0.5	-5	0	0.6	0.1	-6	7	101	14
CCCOc1ccc(Cc2c(O)nc(SC)[nH]c2=O)cc1C	-8	-0.6	-2	1	0.2	0.0	4	2	96	-3
Cc1cc(C)c2[nH]c(C(=O)N3CCC(n4nccc4NC(=O)C4CC4)CC3)c(C)c2c1	-5	-0.2	-11	6	0.1	0.1	5	-14	101	8
c1ccc(-n2cc(CN3CCCC(CN4CCCC4)C3)c(-c3ccc4c(c3)OCO4)n2)cc1 (stereo not drawn)	-2	-3.4	11	-1	0.3	2.7	3	8	102	9
CCn1c(SCC(=O)O)nnc1-c1ccc(S(=O)(=O)N2CCCC2)cc1	3	1.7	-16	1	-0.9	0.3	-14	-2	96	1
O=C(Oc1cccc(Nc2ncnc3ccccc23)c1)c1cccnc1	-1	0.7	-3	-2	-0.1	0.3	-2	-15	95	12
CCOc1ccccc1Oc1cn[nH]c1-c1ccc(OCC(=O)NN)cc1O	7	0.9	28	-1	-2.7	0.0	-5	2	89	7
CC(C)c1ccc(NC(=O)C2C3C=CC4(CN(CCCN5CCOCC5)C(=O)C24)O3)cc1 (stereo not drawn)	-6	-0.4	1	0	0.5	0.2	-6	6	94	11
OCCC1CN(CCCc2ccccc2)CCN1Cc1ccccc1 (stereo not drawn)	-10	-0.7	0	-2	0.1	0.0	-2	-2	100	5
COc1ccc(CCNCC(=O)Nc2ccccc2C(F)(F)F)cc1	12	-0.7	2	0	-0.5	0.3	2	-5	94	-2
COc1ccc(CC(NC(C)=O)C(=O)NC2CCN(C(=O)c3ccncc3)CC2)cc1OC (stereo not drawn)	11	0.6	5	2	-1.2	-0.2	6	3	100	4
COCCNC(=S)N1CCC(c2nc(-c3ccc(F)cc3)no2)CC1	4	0.9	-1	-2	3.6	0.1	1	-22	94	1
O=C(CC(c1ccccc1O)N1CCCCC1)N1CCCCC1 (stereo not drawn)	2	-2.0	0	1	0.5	-0.2	2	2	100	7
CCOc1cc(C2/C(=C(\O)c3cc(C)ccc3C)C(=O)C(=O)N2CCN(C)C)ccc1O (stereo not drawn)	-3	-0.3	5	0	-0.2	-0.2	3	3	94	11
CCN1CCc2c(OCC(=O)N3CCCCC3)cccc2C1=O	0	2.1	-2	3	-0.6	-0.1	-2	2	97	2
Cc1cc(C)cc(OCC(=O)NNC(=O)c2ccoc2C)c1	2	-1.2	1	2	1.1	-0.2	-1	7	96	11
Cc1ccc(C)c(NC(=O)C2C(c3ccccc3)C2(Cl)Cl)c1 (stereo not drawn)	-5	-1.5	21	-3	6.4	0.4	0	-14	100	7
COC(=O)c1sc(N2C(=O)C(O)=C(C(=O)c3ccc(C)o3)C2c2ccco2)nc1C (stereo not drawn)	10	-0.4	-4	-1	-3.4	0.2	1	2	99	6
Cc1ccc(C)c(CN2CCC(CNC(=O)Nc3ccc(F)c(Cl)c3)CC2)c1	-10	-0.6	58*	-8	4.9	2.2	1	-14	98	3
CCCCNC(=O)c1nc(C2CCN(S(=O)(=O)c3ccc(Cl)cc3)CC2)oc1-c1ccccc1	-3	nt	-4	nt	nt	0.7	-8	nt	nt	nt
CN(Cc1ccccc1)c1ccc(S(=O)(=O)N2CCOCC2)cn1	-10	-2.3	-1	-4	-2.3	0.7	2	-10	100	7
O=C(CCN1C(=O)S/C(=C\c2ccc(F)cc2)C1=O)Nc1ccc(C(=O)O)c(O)c1	12	0.0	-28	3	-0.4	0.5	18	-12	96	1
C/C(=N\NC(=O)Cc1cccc2ccccc12)c1ccncc1	-2	0.6	-2	1	0.5	0.0	4	1	98	-11
CCOC(=O)c1cc(-c2csc(COc3ccc(Cl)cc3)n2)on1	-4	-0.8	28	3	-1.2	0.1	-5	0	99	21
Fc1cccc(Cl)c1CNn1cn[nH]c1=S	2	0.7	5	-1	1.4	0.3	-2	4	102	5
C=CC[C@@H](CC(=O)N[C@@H](CO)Cc1ccccc1)C(=O)N[C@H](C)COC(=O)[C@@H](CC=C)Cc1ccc(F)cc1	-1	-3.3	-1	-2	-1.0	0.6	9	-3	95	8
CC1(C(=O)NS(=O)(=O)C2CC2)CCN(C(=O)c2ccc3ccccc3n2)C1 (stereo not drawn)	-4	2.8	18	0	-1.4	-0.2	-9	-8	99	-3
O=C(OCCOc1ccccc1Cl)c1cc(S(=O)(=O)N2CCCCC2)ccc1N1CCOCC1	-11	-0.2	3	-1	-2.2	0.5	5	-14	95	5
O=C(COC(=O)CN1C(=O)c2ccccc2C1=O)Nc1ncc(Cl)cc1Cl	7	-3.8	-1	0	-0.6	-0.3	-2	3	97	8
Cc1ccc(OCC(=O)Nc2ccccc2-c2ccccc2)cc1	-4	-1.4	4	-1	2.3	0.1	0	-20	94	-4
CN1C(=O)NC(c2ccc(O)cc2)C2=C1CN(c1cccc3ccccc13)C2=O (stereo not drawn)	0	3.0	2	2	-0.9	-0.2	-4	-2	109	17
S=C(NCc1ccco1)Nc1ccc(Br)cc1Cl	-3	-0.6	3	0	0.5	0.1	1	-9	101	12
CCC(C)(C)C1CCc2nc3ccccc3c(C(=O)OC(C)C(=O)Nc3c(C)n(C)n(-c4ccccc4)c3=O)c2C1 (stereo not drawn)	3	0.8	15	6	-1.0	0.1	1	10	88	3
CCOC(=O)C1CCN(C(=O)Nc2ccc3nc(C)c(C)nc3c2)CC1	-2	-1.4	-2	1	-1.5	-0.2	1	-2	97	1
CCC(C(=O)N1CCCCCC1)n1nc(C)n2c(cc3occc32)c1=O (stereo not drawn)	8	-0.7	-1	0	-2.5	0.0	2	-2	99	-5
Going on with the list:
SMILES	m5-HT2A agonist	hiPSC survival	Exocytosis inh	Glyco luc inh	MC4R ag barr	aDG glyco up	ABHD5 PLIN5 PPI	H9c2 protect	ABCB6 inh MLPCN	MC4R antag cAMP
COc1ccc(CNC(=O)C/C(C)=N/NC(=O)C23CC4CC(CC(C4)C2)C3)cc1	-8	1.9	0	3	-1.1	-0.3	2	1	99	2
Cc1cccc2cc(/C=N/NC(=O)[C@H]3C[C@@H]3c3ccccc3)c(Cl)nc12	-5	-0.4	-3	2	-1.6	-0.2	-2	-3	97	-1
COc1ccc(OC)c(CN2C(=O)c3ccccc3C2C(=O)NCC2CCCO2)c1 (stereo not drawn)	-7	0.6	-2	2	-1.3	-0.1	-4	-1	97	5
Cc1ccc(F)cc1NC(=O)CN1C(=O)NC2(CCCc3ccccc32)C1=O (stereo not drawn)	-3	0.3	14	1	-1.8	0.1	-1	-4	97	9

Profiles, looked up by structure:
Shown for O=C(NCc1ccccc1)c1onc(CSc2ccc(Cl)cc2)c1C(=O)NCC1CC1 → m5-HT2A agonist: 4; hiPSC survival: -0.3; Exocytosis inh: -30; Glyco luc inh: -3; MC4R ag barr: -0.1; aDG glyco up: 0.4; ABHD5 PLIN5 PPI: -6; H9c2 protect: -12; ABCB6 inh MLPCN: 95; MC4R antag cAMP: -2
Shown for CCC(C(=O)N1CCCCCC1)n1nc(C)n2c(cc3occc32)c1=O (stereo not drawn) → m5-HT2A agonist: 8; hiPSC survival: -0.7; Exocytosis inh: -1; Glyco luc inh: 0; MC4R ag barr: -2.5; aDG glyco up: 0.0; ABHD5 PLIN5 PPI: 2; H9c2 protect: -2; ABCB6 inh MLPCN: 99; MC4R antag cAMP: -5
